# EBV gp42 inh – EBV gp42 inhibition | Fluorescence polarization binding assay, mP read-out | hit rate 0.42% among 220,000 | inhibition, % (tested at 21.74 µM); in the data active = inhibition above about 50%
# Target sequence (Q1HVG2 whole entry, looked up): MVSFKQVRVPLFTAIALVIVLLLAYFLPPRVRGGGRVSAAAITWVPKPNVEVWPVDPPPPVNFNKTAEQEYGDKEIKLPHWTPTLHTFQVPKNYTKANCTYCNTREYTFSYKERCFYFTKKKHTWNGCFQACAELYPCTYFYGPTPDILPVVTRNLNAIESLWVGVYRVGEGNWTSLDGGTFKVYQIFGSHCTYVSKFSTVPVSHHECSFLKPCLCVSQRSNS
# TRPML3 agonist – human mucolipin-3 channel agonism. AID 1448. HEK293 TRPML3-YFP, Fluo-8 calcium fluorescence; 100% = the carbachol control signal. activation, % at 3 µM. hit rate 0.29% among 220,000. Q8TDD5;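 active = activation above its plate's cutoff, the mean activation of the plate's test wells plus 3 SD, cut at about 12% in these data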;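 note: 0% = DMSO only wells and 100% = carbachol wells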
# Target sequence (Q8TDD5 whole entry, looked up): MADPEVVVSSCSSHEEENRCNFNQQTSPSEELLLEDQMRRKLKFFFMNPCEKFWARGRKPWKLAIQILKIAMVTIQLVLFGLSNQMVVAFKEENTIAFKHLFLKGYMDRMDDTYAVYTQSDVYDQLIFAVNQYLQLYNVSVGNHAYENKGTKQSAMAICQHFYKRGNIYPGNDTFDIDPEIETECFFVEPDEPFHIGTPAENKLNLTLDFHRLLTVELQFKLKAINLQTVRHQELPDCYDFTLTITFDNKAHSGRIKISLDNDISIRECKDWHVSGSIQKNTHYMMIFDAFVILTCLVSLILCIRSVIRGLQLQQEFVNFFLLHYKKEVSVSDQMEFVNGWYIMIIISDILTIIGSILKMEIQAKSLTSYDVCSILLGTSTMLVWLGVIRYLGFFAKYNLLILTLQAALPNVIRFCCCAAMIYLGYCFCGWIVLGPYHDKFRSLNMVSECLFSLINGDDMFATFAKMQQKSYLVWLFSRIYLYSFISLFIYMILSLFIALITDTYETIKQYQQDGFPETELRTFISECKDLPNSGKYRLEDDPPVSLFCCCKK
#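 system = HEK293 cells stably carrying human TRPML3-YFP | doses = one concentration, 3 µM nominal, 0.3% DMSO | timing = dye loading 1 h 37 °C then 30 min ambient, 125 s read | detection = Fluo-8 calcium dye fluorescence, ex 470-495, em 515-575 nm | benchmarks = high control carbachol 87 µM, low control DMSO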
# PPC-1+TRAIL kill – kills PPC-1 cancer cells in the presence of TRAIL | hit rate 0.41% among 220,000 | PPC-1 cells + TRAIL, ATPLite viability luminescence | cell killing (% activity), % at 4 µM | AID 1443;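 active = cell killing above 50% in the first pass at 4 µM, then a duplicate retest at 5 µM averaging 50% or more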;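 note: plate controls were cells with TRAIL plus DMSO for no effect and medium-only wells lacking cells for full effect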
# Furin inh – inhibitors of human furin; P09958; AID 463115; hit rate 0.061% among 220,000; inhibition, % at 30 µM; purified furin, fluorogenic substrate cleavage; in the data active = inhibition above about 25%; note: inactives centre near -15
# Thrombin inh – blocks human thrombin protease activity; P00734; alpha-thrombin, Boc-VPR-AMC fluorogenic substrate cleavage; inhibition, % at 5 µM; hit rate 0.26% among 220,000; AID 1046;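 active = inhibition at or above 40%; inactive = inhibition below 40%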;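 note: 0% = enzyme with no compound and 100% = wells without enzyme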
#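 System: human alpha-thrombin protein; Compound dosing: one concentration per compound, 5 µM, with 0.2% DMSO; Timing: reaction at room temperature; Technique: AMC fluorescence, 355/460 nm; Controls: enzyme without compound as high, wells lacking enzyme as low.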
# TbHK1 inh – blocks Trypanosoma brucei hexokinase 1 activity. hit rate 0.11% among 220,000. inhibition, % at 10 µM. recombinant TbHK1, G6PDH-coupled NADH A340;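 active = inhibition of 50% or more in the single-dose primary screen; inactive = inhibition below 50%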
# zfTRPN1 agonist – agonists of zebrafish TRPN1 channel | HEK293 zebrafish TRPN1-YFP, Fluo-8 calcium fluorescence; 100% = response to 87 µM carbachol | activation, % at 3 µM | hit rate 0.18% among 220,000;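 active = activation above its plate's cutoff, the mean activation of test wells on that plate plus 3 SD, cut at about 19% in these data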;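 note: 0% = DMSO alone and 100% = 87 µM carbachol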
#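 Assay system: Zebrafish TRPN1-YFP in HEK293 cells | Incubation: Dye loading 1 h at 37 °C, then 30 min room temperature | Measured by: Kinetic Fluo-8 fluorescence, ex 470-495, em 515-575 nm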
# KCC2 mod – KCC2 (human) Cl- transport modulation; hit rate 2.2% among 190,000; Q9H2X9; KCC2 cells, thallium flux FluoZin-2 fluorescence; B-score of Tl+ flux slope (higher = more flux/activation; lower = inhibition) at 10 µM; AID 1456;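 active = thallium flux slope and its plate-corrected score both differing from the plate sample mean at a set confidence after two filtering rounds, in either direction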;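 note: slope of fluorescence scaled to starting intensity during 10 to 20 s after thallium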
# Calpain2 inh – inhibitors of pig calpain II. inhibition, % at 16 µM. purified calpain II, fluorogenic peptide substrate, 30 min. hit rate 0.37% among 220,000;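 active = inhibition above about 50%, limit read from the data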
# * hit, by the source's call; i = inactive; x = no result given; [ ] = dose if it differs, or a comment.
SMILES,EBV gp42 inh,TRPML3 agonist,PPC-1+TRAIL kill,Furin inh,Thrombin inh,TbHK1 inh,zfTRPN1 agonist,KCC2 mod,Calpain2 inh
CN(C(=O)c1cccnc1)c1nnc(-c2cnccn2)s1,-24,0.1,15,-4,-3,27,0.7,x,-17
O=c1c2ccccc2nnn1CSc1nc2ccccc2c(=O)n1CCCO,-5,0.5,-9,-19,-5,-5,1.3,-0.58,-17
COc1ccc(N2CCN(C(=O)c3ccc(Cn4c(=S)[nH]c5ccc(N6CCOCC6)cc5c4=O)cc3)CC2)cc1,-8,0.9,3,-26,-1,-24,1.7,-0.91,-138
O=C(CCCN1C(=O)/C(=C\c2cccs2)SC1=S)Nc1cccnc1,4,0.6,6,-5,1,23,0.2,0.064,-87
Cc1ccc(CNC(=O)c2ccc3nc4[nH]c5ccccc5c4nc3c2)cc1,-18,-0.1,2,-22,1,3,2.0,0.2,-70
COc1cc2nc(CSc3nc(-c4ccc(F)cc4)cs3)[nH]c(=O)c2cc1OC,-26,0.3,6,-2,-9,-1,0.3,0.56,-22
COCCn1c(CN(Cc2ccccc2)Cc2ccccc2)nc2c1c(=O)n(C)c(=O)n2C,-20,-1.1,14,-9,-6,-5,-1.8,-0.63,-2
O=c1[nH]c(CN2CCN(c3ncccn3)CC2)nc2c(Br)cc(Br)cc12,-24,0.6,9,-16,0,-8,-1.0,0.47,-39
O=C(c1cc2ccccc2c(=O)o1)N1CCCC1,2,0.8,15,-5,-1,28,-0.2,1.1,8
COc1ccc(NC(=O)C(c2ccc(C)cc2)N(C)C(=O)CNC(C)=O)cc1 (stereo not drawn),-13,0.6,25,-28[20 µM],-4,-7,-0.6,x,-42
COc1ccccc1C(=O)Nc1ccc(N2CCN(C(C)=O)CC2)cc1,-2,0.9,15,-9,-4,1,1.1,0.39,12
O=C(CN1C(=O)COCC1=O)N1CCOCC1,6,0.6,16,-18[20 µM],3,-4,0.3,0.76,7
COC(=O)CSC1=C(C#N)C(c2ccc3c(c2)OCO3)C2=C(CCCC2=O)N1 (stereo not drawn),2,0.3,12,-16[20 µM],-10,-13,0.3,1,-13
CC(C)(O)C#Cc1ccc(C(=O)NCc2ccccc2F)cc1,-15,1.3,-8,-32,-2,1,0.9,0.063,-9
O=C(CSc1nnc(-c2ccncc2)o1)Oc1ccccc1,-19,0.4,21,-23[20 µM],3,-1,0.9,0.089,-38
CC(=O)c1c(C)oc2ccc(NS(=O)(=O)c3ccc(O)c(C(=O)O)c3)cc12,-25,0.2,4,-25[20 µM],0,7,-0.1,-1.5,-29
CC1CCN(CC(O)COc2cccc(F)c2)CC1 (stereo not drawn),4,0.5,41,-11,-8,-3,1.4,x,-41
CCOc1ccccc1C1C2CCCCC2(O)CCN1C(=O)c1cccs1 (stereo not drawn),-6,-1.4,0,-14,-9,-5,-0.6,-0.35,35
CC(=O)Nc1ccc(S(=O)(=O)NNC2=NS(=O)(=O)c3ccccc32)cc1,-10,1.0,-6,-39,-1,2,1.2,0.38,-27
CCCCNC(=S)N(C)/N=C/c1ccc(F)cc1,4,-0.1,36,-2,-1,-1,-2.3,0.65,7
Cc1cc(Nc2c(C#N)c(N)nn2C)ccc1F,-8,0.3,15,-17,-1,3,1.8,0.0086,16
COC(=O)c1ccccc1NC(=O)CSc1n[nH]c(-c2cccnc2)n1,-22,0.3,4,-23,-10,-4,0.7,-0.38,-9
COc1cccc2c1OCC(C(=O)NCc1ccc(Cl)cc1Cl)=C2,-16,-0.8,1,-10[20 µM],-4,1,0.1,x,23
O=C(O)c1ccc(N=C2SCC(=O)N2Cc2ccccc2)cc1,-15,0.9,11,-11,-7,-1,-0.1,-0.34,-5
CCn1c(C)nc2cc(-c3nnc(-c4c(-c5ccccc5)noc4C)o3)ccc21,0,0.5,0,-12,0,-14,0.7,x,-54
CC(=O)NCC(=O)OC(C)C(=O)Nc1ccc(C(C)=O)cc1 (stereo not drawn),-16,0.3,12,-15[20 µM],4,-2,0.1,0.35,-11
C=CCn1c(C(C)NC(=O)c2ccc(C)cc2)n[nH]c1=S (stereo not drawn),6,0.5,6,-21,-4,-4,1.1,-0.77,-9
Cc1noc(C)c1COC(=O)COc1ccc(-c2ccccc2)cc1,-2,0.2,3,-25,-1,1,0.0,0.061,2
CC(=O)c1cc(OC(=O)c2ccncc2)ccc1OC(=O)c1ccncc1,-5,0.2,22,-20[20 µM],-4,-14,-0.8,0.0046,-98
CC(C)C(=O)Nc1nnc(SCC(=O)NCc2ccco2)s1,-1,-0.4,2,-16,-5,1,-1.8,0.084,18
COCc1cc(CN2CCCC(CNC(=O)c3ccc(F)cc3)C2)ccc1OC (stereo not drawn),-13,1.2,-4,-12,-1,-4,-0.6,-0.56,-2
COc1ccc(NC(=O)COC(=O)CNS(=O)(=O)c2ccc(F)c(F)c2F)cc1OC,2,0.7,1,-7,-6,-1,-1.3,0.033,13
Cc1cc(C(=O)N/N=C/c2ccncc2)c(C)o1,-3,0.4,1,0,-1,-5,0.3,0.098,-20
C[N+]1(CC(O)COCC2COc3ccccc3O2)CCOCC1 (stereo not drawn),-25,0.7,-5,-24,-5,-5,0.9,1.9,-18
O=C(Cn1cccc1C(=O)c1ccccc1)NCc1cccc(Cl)c1,4,-0.6,-2,-20,-7,-7,-1.9,0.48,-5
Cc1ccc(-c2nn(CC(=O)NCc3ccccn3)c(=O)c3ccccc23)cc1S(=O)(=O)N(C)C,-6,-0.2,15,-30,-10,1,0.1,-0.041,-21
S=C(NC1CCCC1)N1CCN(c2ccc(Cl)cc2)CC1,-5,1.6,-3,-16,-2,0,2.4,-2.2,7
Cc1ccccc1Oc1nnc(-c2cccs2)c2ccccc12,9,-0.7,6,-7,-17,1,-0.1,-0.52,2
CC(C)(C)NC(=O)Cc1ccc(Cl)c(Cl)c1,-11,0.0,-10,-10,-7,2,-0.8,0.03,4
COC(=O)CN(c1nc(C)cc(OC)n1)S(=O)(=O)c1ccc(C)cc1,0,1.0,1,-19,1,6,-1.1,-0.13,15

# Shown tab-delimited: entries from further up
molecule	EBV gp42 inh	TRPML3 agonist	PPC-1+TRAIL kill	Furin inh	Thrombin inh	TbHK1 inh	zfTRPN1 agonist	KCC2 mod	Calpain2 inh
CC(=O)c1c(C)oc2ccc(NS(=O)(=O)c3ccc(O)c(C(=O)O)c3)cc12	-25	0.2	4	-25[20 µM]	0	7	-0.1	-1.5	-29
O=c1c2ccccc2nnn1CSc1nc2ccccc2c(=O)n1CCCO	-5	0.5	-9	-19	-5	-5	1.3	-0.58	-17

# The list continues:
SMILES,EBV gp42 inh,TRPML3 agonist,PPC-1+TRAIL kill,Furin inh,Thrombin inh,TbHK1 inh,zfTRPN1 agonist,KCC2 mod,Calpain2 inh
CN(CC(=O)Nc1ccccc1Sc1ccccc1)C1CCCCC1,10,1.1,8,-26,4,6,0.3,0.51,18
O=C(NNC(=S)NCCCN1CCOCC1)c1ccncc1,-8,1.0,16,-13,4,-22,1.5,0.44,4
CC(C)CCNc1nc2c(cc1C#N)COC(C)(C)C2,4,-0.6,7,-46[20 µM],-2,-14,-0.5,0.64,i
CCSCc1nnc(SCC(=O)Nc2nc(C)cs2)n1C,5,0.4,18,-21,1,0,-0.9,0.71,4
Cc1ccccc1OCCNC(=O)CSc1ccc(C(F)(F)F)cc1[N+](=O)[O-],-12,1.4,13,-12,-6,9,0.2,-1.1,1
COc1ccc(N2CCN(C(=O)c3cccc4nc(C)oc34)CC2)cc1,0,0.7,10,-15,-20,-2,0.8,0.17,-7
CCOc1ccc(Oc2c(C)oc3cc(O)ccc3c2=O)cc1,-7,0.7,17,-18,-7,-13,0.1,-0.59,i
COCCCN(CCC#N)C(=O)c1c(-c2c(Cl)cccc2Cl)noc1C,-7,0.1,3,-15,-8,-6,-0.9,x,-12
NC1=Nc2cccc3cccc1c23,-7,1.6,-2,2,-10,-6,1.1,-0.1,-299
CN1CCN(S(=O)(=O)c2ccc(Sc3nc4ccccc4[nH]3)c3nsnc23)CC1,1,-0.6,7,-23[20 µM],2,-8,0.0,-0.5,-10

# Filtered by structure, the entries above with an NH in an aromatic ring.
SMILES,EBV gp42 inh,TRPML3 agonist,PPC-1+TRAIL kill,Furin inh,Thrombin inh,TbHK1 inh,zfTRPN1 agonist,KCC2 mod,Calpain2 inh
COc1ccc(N2CCN(C(=O)c3ccc(Cn4c(=S)[nH]c5ccc(N6CCOCC6)cc5c4=O)cc3)CC2)cc1,-8,0.9,3,-26,-1,-24,1.7,-0.91,-138
Cc1ccc(CNC(=O)c2ccc3nc4[nH]c5ccccc5c4nc3c2)cc1,-18,-0.1,2,-22,1,3,2.0,0.2,-70
COc1cc2nc(CSc3nc(-c4ccc(F)cc4)cs3)[nH]c(=O)c2cc1OC,-26,0.3,6,-2,-9,-1,0.3,0.56,-22
O=c1[nH]c(CN2CCN(c3ncccn3)CC2)nc2c(Br)cc(Br)cc12,-24,0.6,9,-16,0,-8,-1.0,0.47,-39
COC(=O)c1ccccc1NC(=O)CSc1n[nH]c(-c2cccnc2)n1,-22,0.3,4,-23,-10,-4,0.7,-0.38,-9
C=CCn1c(C(C)NC(=O)c2ccc(C)cc2)n[nH]c1=S (stereo not drawn),6,0.5,6,-21,-4,-4,1.1,-0.77,-9
CN1CCN(S(=O)(=O)c2ccc(Sc3nc4ccccc4[nH]3)c3nsnc23)CC1,1,-0.6,7,-23[20 µM],2,-8,0.0,-0.5,-10

# Bioassay records: PubChem, several laboratories
